Rtt109 HAT inh: inhibitors of Candida albicans Rtt109/Vps75 histone acetyltransferase | Q5AAJ8 | purified Rtt109/Vps75, ThioGlo CoA-SH fluorescence, 4 h | inhibition, % at 34.9 µM | 0.16% of 330,000 active;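 active = inhibition of at least 50% in every replicate; inconclusive = best replicate reaches 50% inhibition but some replicates fall short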
Target sequence (Q5AAJ8 whole entry, looked up): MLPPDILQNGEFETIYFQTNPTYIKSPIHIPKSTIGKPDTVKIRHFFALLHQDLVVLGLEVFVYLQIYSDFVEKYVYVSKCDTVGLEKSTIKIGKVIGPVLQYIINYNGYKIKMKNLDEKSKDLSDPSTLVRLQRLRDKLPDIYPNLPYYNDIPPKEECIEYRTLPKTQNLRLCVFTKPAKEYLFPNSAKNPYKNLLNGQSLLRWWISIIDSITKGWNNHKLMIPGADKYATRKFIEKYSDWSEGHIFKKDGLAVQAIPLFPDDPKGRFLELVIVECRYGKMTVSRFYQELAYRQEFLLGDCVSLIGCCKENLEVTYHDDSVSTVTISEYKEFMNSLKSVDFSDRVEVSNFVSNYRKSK
Wnt act: activates Wnt/beta-catenin signaling in a reporter cell assay | activator, plate reader | activation, % at 9.35 µM | 1.2% of 300,000 active | AID 743398; in the data active = activation above about 30%, passing the limit was not always enough; inconclusive = no clear call, values can overlap the other calls;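 note: 0% = neutral control wells and 100% = positive control wells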
MITF TRPM1 HTS: increases MITF-driven TRPM1 promoter luciferase signal; 0.75% of 300,000 active; AID 588334; activation, % at 12.5 µM; SK-MEL-5 TRPM1-promoter luciferase, 24 h; % of positive control, neutral wells = 0;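 active = mean activation of at least 80% with every replicate also reaching 80%; inconclusive = mean reaches 80% but some replicate falls short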;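 note: 0% = neutral control wells and 100% = parthenolide positive control wells; values of inactives mirror those of a sister screen read the other way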
V-ATPase pH: yeast V-ATPase proton transport regulation by pHLuorin; S. cerevisiae, pHLuorin cytosolic pH fluorescence; 0.37% of 350,000 active; response, % at 10 µM; in the data active = response mostly above about 7.3%, no sharp cut-off; inactive = mostly below about 5.4%; note: actives read high; inactives centre near 0; some compounds called inactive have numbers as strong as hits
CAL PDZ FP-1: blocks peptide binding to the human CAL PDZ domain; purified CAL PDZ, TMR-peptide fluorescence polarization, 1 h; inhibition, % at 24.9 µM; 0.92% of 300,000 active; Q9HD26; AID 602252;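 active = mean inhibition of at least 30% with at least half of replicates also reaching 30%; inconclusive = no clear call, values can overlap the other calls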;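 note: 0% = DMSO neutral control and 100% = excess unlabeled competitor peptide PRC23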
CDK5 p35 inh: CDK5/p35 (human) kinase inhibition. 0.01% of 330,000 active. Recombinant CDK5/p35, ADP-Glo luminescence, 60 min. inhibition, % at 10 µM. AID 488839;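 active = highest replicate inhibition of at least 50% and at least 75% of replicates reaching 50%; inconclusive = only one of the two criteria met; inactive = both criteria failed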;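 note: plate controls were DMSO neutral control for no effect and GW8510 at 10 µM for full effect; many of its hits are not listed in these tables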
RTF Ca sens act: cardiac RTF calcium sensitization | IANBD-labeled TnC RTF fluorescence at EC20 calcium; 0% EC20 calcium, 100% full calcium | 0.24% of 340,000 active | activation, % at 7.2 µM | P19429+P45379;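 active = activation above the mean over all tested compounds plus 3 SD, cut at about 30% in these data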;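 note: rise in fluorescence read as greater calcium sensitivity of cardiac thin filaments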
Tat transport: blocks Tat-dependent protein export in E. coli; 0.036% of 340,000 active; E. coli MC4100 TorA-mCherry Tat export, fluorescence; inhibition, % at 10 µM;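 active = mean replicate inhibition at least 50% and at least half of replicates individually reaching 50%; inconclusive = only one of the two criteria met; inactive = neither criterion met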;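 note: exported cargo escapes ClpAP degradation while cytoplasmic cargo is degraded and loses fluorescence; 0% = median of neutral control wells and 100% = median of NaSCN control wells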
CAL PDZ FP-2: inhibitors of human CAL PDZ peptide binding. 0.02% of 330,000 active. AID 504414. purified CAL PDZ, TMR-peptide fluorescence polarization, 1 h. Q9HD26. inhibition, % at 20 µM;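 active = highest replicate inhibition of at least 40%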;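 note: plate controls were DMSO neutral control wells for no effect and unlabeled competitor peptide control wells for full effect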
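Test system: tagged CAL PDZ domain / Buffer or medium: sodium phosphate/NaCl buffer pH 7.4 with TCEP, IgG, Thesit / Reagent: TMR-labelled reporter peptide T*-PRC34 bound in PDZ groove / Compound dosing: single point, 20 µM / Schedule: 1 h incubation at room temperature before polarization reading / Technique: fluorescence polarization (mP) / Benchmarks: unlabelled peptide, DMSO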
dFosB act: enhances mouse delta FosB homodimer DNA binding; P13346; purified delta FosB, TAMRA-CDK5 oligo fluorescence polarization; percent of positive-control signal above neutral wells; activation, % at 25 µM; 0.99% of 340,000 active; AID 493131;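 active = mean activation above about 17%, with every replicate also reaching it, limit read from the data, passing the limit was not always enough; inconclusive = only one of the two conditions met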;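 note: fluorescence polarization rise as delta FosB binds a TAMRA Cdk5 AP-1 oligo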
Target sequence (P13346 whole entry, looked up): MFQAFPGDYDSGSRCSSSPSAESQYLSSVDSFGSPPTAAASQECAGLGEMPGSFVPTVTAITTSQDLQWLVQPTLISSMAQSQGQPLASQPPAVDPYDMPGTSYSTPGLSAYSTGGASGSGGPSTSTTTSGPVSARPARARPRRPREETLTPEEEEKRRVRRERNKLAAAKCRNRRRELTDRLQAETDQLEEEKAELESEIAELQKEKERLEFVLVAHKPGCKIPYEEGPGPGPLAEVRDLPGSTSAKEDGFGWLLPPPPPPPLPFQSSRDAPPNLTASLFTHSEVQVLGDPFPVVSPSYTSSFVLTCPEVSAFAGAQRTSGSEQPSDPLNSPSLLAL
Starred values were filed as active, the others as inactive; u = inconclusive; x = no result given.

mol,dFosB act,RTF Ca sens act,V-ATPase pH,CDK5 p35 inh,Tat transport,MITF TRPM1 HTS,CAL PDZ FP-2,Wnt act,CAL PDZ FP-1,Rtt109 HAT inh
O=S(=O)(c1ccc(Cl)cc1)N1CCN2CCCC2C1 (stereo not given),2,-3,0,-0.2,-10,-8,-0.4,-1,-1,-7
CCOC(=O)c1[nH]c(C)c(C(=O)OCC(=O)N2CCCCC2C)c1C (stereo not given),-1,-1,10,-7.0,-10,5,-1.0,-11,1,-1
CCOc1ccc(CCNC(=O)c2ccc(F)c(S(=O)(=O)N3CCOCC3)c2)cc1OCC,3,0,1,-1.4,-11,-7,-2.4,1,-1,-26
CCOC(=O)C1=CN(Cc2ccco2)S(=O)(=O)N(C)C1c1ccc2ccccc2c1 (stereo not given),-13,-6,-1,-0.5,-1,1,-0.6,-1,-5,11
N#Cc1c(-c2ccccc2)c(-c2ccccc2)nn(CC(=O)NNC(=O)Nc2ccc(Cl)c(Cl)c2)c1=O,-1,-7,1,0.6,-6,-20,-2.5,-6,-1,7
O=C1OC(CN2CCOCC2)CN1N=Cc1ccc([N+](=O)[O-])o1 (stereo not given),4,0,5,-0.9,11,3,-0.3,0,-2,2
COc1ccc(NC(=O)c2cc3c(=O)n4ccccc4nc3n2C)cc1OC,-8,4,-11,1.0,-4,21,-1.4,0,2,-1
COC(=O)C1=C(C)N(Cc2ccccc2)C(=NCc2cccc(C(F)(F)F)c2)N[C@H]1c1cccc(F)c1,0,-6,0,0.2,21,-92,-0.8,-13,-3,u
Cc1cc(C)nc(NC(=O)c2cnc3sccn3c2=O)n1,-7,1,-8,-3.6,6,x,1.4,1,-2,3
CCCCn1c(=O)[nH]c(=O)c2c1nc(-c1ccc(C)c([N+](=O)[O-])c1)n2CC,-4,9,9.9*,1.7,0,-6,-1.0,-2,4,-4
CC(C)(C)NC(=S)NCc1ccco1,0,3,1,1.6,5,-2,-0.4,-2,-3,7
Cc1ccccc1C(=O)O,5,-1,-1,-0.1,0,1,-0.5,1,-2,-7
CC(C)NS(=O)(=O)c1ccc(CCC(=O)NCc2ccc3c(c2)OCO3)cc1,2,0,1,5.0,-6,0,-2.9,x,-2,x
Cc1ccc(CN(C)c2nc(-c3cccnc3)nc3ccccc23)o1,-19,0,1,-0.5,-1,-6,-3.3,-3,x,2
CC1=NN(C(=O)CSCc2ccccc2)C(O)(c2ccccc2)C1 (stereo not given),-7,4,1,1.0,5,4,-1.8,-3,-3,8
COc1cccc(-c2ccc(SCC(=O)NC3CCCC3)nn2)c1,-12,4,4,-1.2,-4,0,-1.7,1,0,-12
Cc1ccc2c(c1)N(CC(=O)NCCCN1CCN(C)CC1)C(=O)CO2,0,-6,-1,0.8,-11,10,0.1,-1,64*,-2
CCCCNc1nc(C)c(C(C)=O)cc1C#N,0,0,-3,-0.6,1,-4,0.0,-1,-3,9
CC(=O)c1ccc(N2CCN(C(=O)c3ccc(C(=O)c4ccccc4)cc3)CC2)cc1,3,0,2,-4.4,-1,30,-1.5,2,0,0
O=C(Nc1ccccn1)c1cccc(S(=O)(=O)N2CCCc3ccccc32)c1,-1,-6,-2,0.4,3,-11,-1.8,-6,-6,15
CC(=O)c1sc(N/N=C2\CC3CCC2(C)C3(C)C)nc1C (stereo not given),-7,-3,1,-14,-9,3,0.1,-11,-4,-5
COc1cccc(NC(=O)CSc2nc3c(sc4ccccc43)c(=O)n2CCN(C)C)c1,6,9,3,0.5,5,14,-4.2,-2,2,142*
Cc1cc(F)ccc1S(=O)(=O)Nc1c(C)n(C)n(-c2ccccc2)c1=O,2,-3,0,-1.4,1,-8,0.3,-1,-2,-19
CCn1nnc(NC(=S)NC(=O)c2ccc(-c3cccc(Cl)c3)o2)n1,-15,x,0,-0.4,-2,x,-1.7,-4,-5,-14
CC(CNC(=O)CCS(=O)(=O)c1ccc2c(c1)NC(=O)CO2)c1ccccc1 (stereo not given),-8,-3,5,0.3,-5,1,-2.6,0,-6,-4
Cc1ccc(S(=O)(=O)N2CCCCC2)c(C)c1NS(C)(=O)=O,-1,-1,-4,-1.2,-9,1,0.7,-1,-4,-3
CNC(=O)COc1ccc(Nc2nnc(-c3ccc(C)c(S(N)(=O)=O)c3)c3ccccc23)cc1,-7,-2,-15,0.1,4,-15,0.6,5,-10,-1
FC(F)(F)c1cnc(N2CCCN(C(=S)Nc3ccccc3)CC2)c(Cl)c1,-4,-10,-3,1.2,9,-27,0.2,-5,-2,27
CCOc1ccc(NC(=NCc2ccc3c(c2)OCO3)SC2CC(=O)N(c3ccccc3)C2=O)cc1 (stereo not given),11,2,-1,-1.6,-15,x,x,-13,1,0
COC(=O)c1c(-c2ccc(C)cc2)csc1NC(=O)C1CC=CCC1C(=O)O (stereo not given),-1,-2,0,-0.2,0,24,-1.8,9,2,7
Nn1c(SCc2ccc(F)cc2)nnc1-c1ccncc1,-6,x,-3,0.8,-4,x,-0.6,-2,11,4
N#CC(=C=[N-])C1=C(C#N)C(c2ccccc2F)C([n+]2ccccc2)C(O)(C2CC2)N1 (stereo not given),-4,0,1,1.5,-7,3,x,-4,-2,-2
CN(C(=O)CSc1nnc(-c2cccc(F)c2)n1N)C1CCS(=O)(=O)C1 (stereo not given),3,-5,0,-1.2,1,-3,-2.3,-1,-1,-6
CCOc1ccc(N(C(=O)c2ccc(S(=O)(=O)N3CCCC3)cc2)C2C=CS(=O)(=O)C2)cc1 (stereo not given),-9,0,-1,0.3,-3,-7,-1.6,3,-1,5
Clc1ccc(Nc2nc(NCCN3CCOCC3)nc(N3CCOCC3)n2)cc1,0,-8,1,-0.2,-2,x,-0.9,0,x,26
Cc1cc(C)n2nc(C(=O)OCC(=O)c3ccccc3)nc2n1,-5,-5,-3,-0.6,-6,18,0.1,-1,-4,7
Cc1ccc(C(=O)N2CC(C)OC(C)C2)cc1S(=O)(=O)N1CCCCC1 (stereo not given),-3,-2,0,-5.3,-6,1,-1.5,0,-1,-6
Cc1nn(-c2ccc(F)cc2)c2sc(C(=O)OC3CCOC3=O)cc12 (stereo not given),-20,3,-2,-0.5,5,-9,-2.2,3,-4,3
Nc1nc(-c2ccc(S(=O)(=O)N3CCCCC3)cc2)cs1,-6,-4,-1,-0.2,-2,-16,1.0,3,x,-13
C/C(=N\NC(=O)c1ccc(OC2CCCC2)cc1)c1ccc(C)s1,-4,6,0,0.3,-3,x,0.4,x,1,4
CC1CC(Nc2ccccc2)c2ccccc2N1C(=O)c1ccco1 (stereo not given),-7,-6,4,1.4,-2,-6,-1.2,7,12,x
CCOC(=O)c1[nH]cnc1C(=O)NC1CCN(C(=O)OC(C)(C)C)CC1,-1,4,2,1.1,-10,-2,-0.6,3,-1,-2
CC[C@]12c3[nH]c4cc(CCC(=O)N(C)C)ccc4c3CCN1C(=O)[C@@H](CC(=O)NCc1ccco1)C[C@@H]2C(=O)N1CCN(C(=O)C2CC2)CC1,-12,-5,3,2.6,3,-3,-0.4,-1,4,7
O=C(NCCCn1cccn1)C1CCC(=O)N(Cc2cccc(C(F)(F)F)c2)C1 (stereo not given),5,-4,5,x,9,-6,-1.8,-2,2,0
CS(=O)(=O)Nc1ccc(-c2n[nH]c(=S)n2-c2ccccc2)cc1,-3,9,0,0.7,9,0,-1.2,-1,2,22

Some of the entries above in another layout:
The line under a structure holds: dFosB act	RTF Ca sens act	V-ATPase pH	CDK5 p35 inh	Tat transport	MITF TRPM1 HTS	CAL PDZ FP-2	Wnt act	CAL PDZ FP-1	Rtt109 HAT inh
> CCOc1ccc(NC(=NCc2ccc3c(c2)OCO3)SC2CC(=O)N(c3ccccc3)C2=O)cc1 (stereo not given)
  11	2	-1	-1.6	-15	x	x	-13	1	0
> Cc1cc(F)ccc1S(=O)(=O)Nc1c(C)n(C)n(-c2ccccc2)c1=O
  2	-3	0	-1.4	1	-8	0.3	-1	-2	-19
> CCOC(=O)c1[nH]c(C)c(C(=O)OCC(=O)N2CCCCC2C)c1C (stereo not given)
  -1	-1	10	-7.0	-10	5	-1.0	-11	1	-1
> Nc1nc(-c2ccc(S(=O)(=O)N3CCCCC3)cc2)cs1
  -6	-4	-1	-0.2	-2	-16	1.0	3	x	-13
> CC(CNC(=O)CCS(=O)(=O)c1ccc2c(c1)NC(=O)CO2)c1ccccc1 (stereo not given)
  -8	-3	5	0.3	-5	1	-2.6	0	-6	-4
> CCOC(=O)C1=CN(Cc2ccco2)S(=O)(=O)N(C)C1c1ccc2ccccc2c1 (stereo not given)
  -13	-6	-1	-0.5	-1	1	-0.6	-1	-5	11
> Cc1ccc(S(=O)(=O)N2CCCCC2)c(C)c1NS(C)(=O)=O
  -1	-1	-4	-1.2	-9	1	0.7	-1	-4	-3

Reprinted at random: 2 entries already listed.
mol,dFosB act,RTF Ca sens act,V-ATPase pH,CDK5 p35 inh,Tat transport,MITF TRPM1 HTS,CAL PDZ FP-2,Wnt act,CAL PDZ FP-1,Rtt109 HAT inh
O=C(NCCCn1cccn1)C1CCC(=O)N(Cc2cccc(C(F)(F)F)c2)C1 (stereo not given),5,-4,5,x,9,-6,-1.8,-2,2,0
Clc1ccc(Nc2nc(NCCN3CCOCC3)nc(N3CCOCC3)n2)cc1,0,-8,1,-0.2,-2,x,-0.9,0,x,26

(more compounds)
mol,dFosB act,RTF Ca sens act,V-ATPase pH,CDK5 p35 inh,Tat transport,MITF TRPM1 HTS,CAL PDZ FP-2,Wnt act,CAL PDZ FP-1,Rtt109 HAT inh
O=C(NCc1ccccn1)c1ccc(-c2ccccc2)cc1,-9,-6,3,0.7,-2,44,-0.9,18,-2,6
CC(=O)c1c(C)[nH]c(C(=O)N2CCN(c3ncccn3)CC2)c1C,1,4,1,-0.4,-1,x,0.7,4,x,-6
O=C(/C=C/c1ccc([N+](=O)[O-])cc1)Nc1cccc(S(=O)(=O)NC2=NCCCCC2)c1,-4,-1,-4,4.7,6,-3,-0.2,-3,0,8
CC1=C(C(=O)OCC2CCCO2)C(c2ccccc2)C2=C(CC(C)(C)CC2=O)N1 (stereo not given),-10,5,-1,0.5,10,-6,-1.2,-1,-4,-99
CCOC(=O)C1(C(F)(F)F)N=C(C(F)(F)F)Nc2ccccc21 (stereo not given),0,-3,-4,-1.8,-7,8,-0.3,-2,3,7
O=C(NCCc1ccccc1)C1CC(=O)N(c2ccc3c(c2)OCCO3)C1 (stereo not given),-7,10,1,4.4,-9,-3,-1.3,0,-1,6
O=c1[nH]cnc(O)c1C(c1cccc([N+](=O)[O-])c1)c1c(O)nc[nH]c1=O,5,-2,0,-1.5,-7,12,0.1,-2,2,-12
